# hIAP act – human IAP activators, primary screen, biochemical, luminescence, uHTS; 330,000 compounds, 0.16% hits; purified human IAP, CDP-Star luminescence, 30 min; active compounds read high; 1 = vehicle-only enzyme, 0 = enzyme-free background; activation factor at 10 µM; Intestinal-type alkaline phosphatase (Homo sapiens), P09923; AID 2524, 2010;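 active = activation factor of the enzyme at least 2-fold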; also: the source names both 10 and 20 µM as test concentration; values of inactives mirror those of a sister screen read the other way
# Target sequence (P09923 whole entry, looked up): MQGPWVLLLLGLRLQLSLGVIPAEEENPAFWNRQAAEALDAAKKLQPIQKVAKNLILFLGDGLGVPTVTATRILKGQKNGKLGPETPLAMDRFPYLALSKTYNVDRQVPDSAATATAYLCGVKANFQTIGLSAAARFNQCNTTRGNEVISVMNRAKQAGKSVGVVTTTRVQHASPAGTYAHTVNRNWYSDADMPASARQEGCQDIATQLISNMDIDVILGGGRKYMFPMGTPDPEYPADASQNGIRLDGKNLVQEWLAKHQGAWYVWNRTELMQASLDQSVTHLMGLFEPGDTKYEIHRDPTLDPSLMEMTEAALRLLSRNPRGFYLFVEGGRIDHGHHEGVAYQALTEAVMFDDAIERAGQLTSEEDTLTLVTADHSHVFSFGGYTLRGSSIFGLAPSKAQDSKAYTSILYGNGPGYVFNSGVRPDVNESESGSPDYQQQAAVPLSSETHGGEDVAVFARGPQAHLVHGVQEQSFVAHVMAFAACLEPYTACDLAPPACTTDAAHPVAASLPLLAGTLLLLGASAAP
# A3G deaminase – APOBEC3G DNA deaminase inhibitors, primary screen, biochemical, fluorescence, single-stranded DNA substrate, uHTS. 330,000 compounds, 0.28% hits. DNA dC->dU-editing enzyme APOBEC-3G (Homo sapiens), Q9HC16. recombinant A3G, ssDNA deamination FAM/TAMRA fluorescence. inhibition, % at 20 µM;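 active = inhibition of at least 40% at 20 µM, with no more than 30% in the related APOBEC3A deaminase screen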;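 also: plate controls were DMSO wells with A3G for no effect and wells lacking A3G enzyme for full effect; some compounds called inactive have numbers as strong as hits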
# SENP1 FRET inh – human SENP1 catalytic domain inhibitors, primary screen, biochemical, FRET, uHTS; recombinant SENP1 catalytic domain, CyPet-SUMO1-YPet FRET cleavage; inhibition, % at 10 µM; Sentrin-specific protease 1 (Homo sapiens), Q9P0U3; 360,000 compounds, 0.21% hits; AID 624204, 2012;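 active = inhibition at least 30% at 10 µM, raw YFP signal under a set limit, fluorescence ratio 0.5 to 1.5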;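 also: 0% = enzyme with DMSO and 100% = no enzyme wells; some results filed as inactive read as strong as hits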
# Target sequence (Q9P0U3 419-644 limits assumed): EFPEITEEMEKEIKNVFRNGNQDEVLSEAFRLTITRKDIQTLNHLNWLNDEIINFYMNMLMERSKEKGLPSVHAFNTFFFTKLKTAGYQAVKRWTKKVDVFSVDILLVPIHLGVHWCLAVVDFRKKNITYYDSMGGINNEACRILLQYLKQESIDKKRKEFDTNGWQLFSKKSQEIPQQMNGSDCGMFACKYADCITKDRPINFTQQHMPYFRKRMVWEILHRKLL
#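 Compound: 10 µM single point, 0.5% DMSO; Test system: hSENP1 catalytic domain, recombinant; Timing: 50 min reaction at room temperature; Technique: FRET, CFP and YFP emission; Control set: no-enzyme wells low, DMSO-plus-enzyme wells high control.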
# APOBEC3A inh – APOBEC3A ssDNA deaminase inhibitors, primary screen, selectivity assay for APOBEC3G inhibitor project, biochemical, FAM/TAMRA oligo cleavage fluorescence. DNA dC->dU-editing enzyme APOBEC-3A (Homo sapiens), P31941. recombinant A3A, FAM/TAMRA ssDNA deamination fluorescence. inhibition, % at 20 µM. 330,000 compounds, 0.41% hits. AID 493011, 2011;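 active = at least 40% inhibition at 20 µM here, with at most 30% in a related deaminase screen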;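 also: plate controls were A3A with DMSO for no effect and wells lacking A3A enzyme for full effect; some results filed as inactive read as strong as hits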
# Target sequence (P31941 whole entry, looked up): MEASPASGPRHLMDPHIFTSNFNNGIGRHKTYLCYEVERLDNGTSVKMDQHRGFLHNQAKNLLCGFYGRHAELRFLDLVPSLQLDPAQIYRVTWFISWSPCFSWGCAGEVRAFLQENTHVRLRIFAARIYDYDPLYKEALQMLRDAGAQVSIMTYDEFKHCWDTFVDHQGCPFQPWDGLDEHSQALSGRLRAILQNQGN
# NLRP3 yeast inh – NALP3 inflammasome inhibitors in reconstituted yeast, primary screen, luminescence, uHTS; inhibition, % at 10 µM; Yeast reconstituted NLRP3/ASC/caspase-1, beta-gal luminescence, 24 h; 330,000 compounds, 0.39% hits; AID 2825, 2010;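 active = inhibition of 50% or more; inactive = inhibition below 50%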;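 also: plate controls were induced DMSO wells for no effect and uninduced yeast grown without galactose for full effect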
# beta cell repl – inducers of MIN6 beta-cell proliferation, primary screen, ATP luminescence, uHTS; MIN6 cells proliferation, ATPlite luminescence, 48 h; cells starved in 0.2% serum; 100% = growth in 10% serum; proliferation, % at 10 µM; 330,000 compounds, 0.29% hits; AID 2380, 2010;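 active = compounds whose signal lies at least 3.5 SD above the mean of all wells on their plate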;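 also: 0% = DMSO-treated cells in low-serum medium and 100% = 10% serum control; some compounds called inactive have numbers as strong as hits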
# mIAP inh – inhibitors of mouse IAP, primary screen, biochemical, luminescence, uHTS; intestinal alkaline phosphatase [Mus musculus]; purified mouse IAP, CDP-Star luminescence, 30 min; inhibition, % at 10 µM; 330,000 compounds, 0.2% hits;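 active = inhibition of at least 40% at 10 µM in the primary screen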;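 also: plate controls were DMSO with enzyme for no effect and no enzyme wells for full effect; values of inactives mirror those of a sister screen read the other way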
# hIAP inh – human IAP inhibitors, primary screen, biochemical, luminescence, uHTS; Intestinal-type alkaline phosphatase (Homo sapiens), P09923; purified IAP, CDP-Star luminescence, 30 min; inhibition, % at 10 µM; 330,000 compounds, 0.12% hits; AID 2544, 2010;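 active = inhibition reaching a set limit with compound at 10 µM in the primary screen, cut at about 35% in these data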;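 also: plate controls were DMSO wells with enzyme for no effect and no-enzyme buffer wells for full effect; values of inactives mirror those of a sister screen read the other way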
# mIAP act – activators of mouse IAP, primary screen, biochemical, luminescence, uHTS; muIAP, CDP-Star luminescence, 30 min; active compounds read high; 1 = vehicle-only enzyme signal, 0 = enzyme-free wells; activation factor at 10 µM; 330,000 compounds, 0.24% hits;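 active = activation factor of at least 2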; also: the source names both 10 and 20 µM as test concentration; values of inactives mirror those of a sister screen read the other way
#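 Assay system: mouse IAP enzyme; reagent: chemiluminescent substrate CDP-Star; dosing: test compounds delivered from DMSO solution; schedule: 30 min at room temperature; measured by: luminescence from enzymatic CDP-Star hydrolysis; controls: DMSO-only wells and no-enzyme negative control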
# * marks the source's active call; other numbers are inactive results; / = no result given.
# The first 2 records as a preview:
smiles	hIAP act	A3G deaminase	SENP1 FRET inh	APOBEC3A inh	NLRP3 yeast inh	beta cell repl	mIAP inh	hIAP inh	mIAP act
COc1ccc(OC)c(NC(=O)c2ccc(OC3CSC3)cc2)c1	1.1	5	0	3	17	-5	-10	-12	1.1
Cc1onc(-c2ccccc2)c1C(=O)Nc1ccc(S(=O)(=O)NC(C)(C)C)cc1	1.1	-1	1	0	-6	-1	-3	-5	1

# The whole of this part, from the start:
smiles	hIAP act	A3G deaminase	SENP1 FRET inh	APOBEC3A inh	NLRP3 yeast inh	beta cell repl	mIAP inh	hIAP inh	mIAP act
COc1ccc(OC)c(NC(=O)c2ccc(OC3CSC3)cc2)c1	1.1	5	0	3	17	-5	-10	-12	1.1
Cc1onc(-c2ccccc2)c1C(=O)Nc1ccc(S(=O)(=O)NC(C)(C)C)cc1	1.1	-1	1	0	-6	-1	-3	-5	1
O=c1c2cn(Cc3ccccc3)c3ccccc3c-2nn1Cc1ccc(F)cc1Cl	0.89	-12	12	-3	9	0	15	11	0.85
O=C(Cc1cc2ccccc2o1)NCc1ccc(F)cc1	1	-3	0	-2	25	-3	-9	-3	1.1
COc1cc(OCC(=O)NC(C)C)cc2c1C(=O)O[C@@H](C)CCCC(=O)CCCCC2	1.1	-11	1	-4	-4	-4	2	-6	0.98
CCCCn1c(N)c(N(C)C(=O)c2cccc(-n3cnnn3)c2)c(=O)[nH]c1=O	0.85	2	-2	28	8	0	-1	15	1
O=S(=O)(c1ccc(Cl)cc1)N1CCSC1c1ccco1 (configuration not stated)	1.2	-7	0	3	22	-3	3	-20	0.97
C#CCOCCOCCOCCNc1nc(N2CCN(C(=O)[C@H](CC(N)=O)n3cc(C(N)[C@@H](C)CC)nn3)CC2)nc(N2CCN(C(=O)[C@H](CCCCN)n3cc([C@@H](N)CC(N)=O)nn3)CC2)n1 (some centres not stated)	0.9	-2	4	1	-1	-2	-3	10	1
CC(=O)N1N=C(c2ccc(C)cc2)OC1c1ccc(Br)cc1 (configuration not stated)	0.9	-2	1	0	20	-3	3	10	0.97
O=C(Cc1c[nH]c2ccccc12)Nc1cccc(S(=O)(=O)N2CCCCC2)c1	1	3	/	10	-1	-1	-21	-4	1.2
Cc1ccc(C)c(S(=O)(=O)N2CCCC2CNC(=O)C(=O)NCc2ccccc2)c1 (configuration not stated)	0.99	-11	-1	0	7	-1	-2	0	1
CSCCC(C(=O)N(C)CC(=O)Nc1cccc(F)c1)N1C(=O)c2ccccc2C1=O (configuration not stated)	1.1	-2	2	2	11	0	5	-14	0.95
C=CCN1C(=O)C(O)(CC(=O)c2ccccc2)c2ccccc21 (configuration not stated)	1.2	-9	2	-4	11	-3	2	-24	0.98
COc1ccc(-c2nc(C#N)c(NCc3ccc(F)cc3)o2)cc1OC	1.2	-9	-1	0	16	1	-8	-16	1.1
Cn1ccc(NC(=O)Nc2ccc(Cl)cc2Cl)n1	0.85	-3	2	-3	22	0	-1	15	1
O=C(CN(C(=O)c1csnn1)c1ccc(Cl)cc1)NC1CCCC1	0.95	-10	-2	-5	-3	1	5	5	0.95
CCc1nnc(NC(=O)C2CC(=O)N(C3CCCCC3)C2)s1 (configuration not stated)	1.2	-13	4	-4	14	-3	-1	-20	1
O=C(O)c1ccc(-c2nnc(-c3ccc([N+](=O)[O-])cc3)o2)cc1	0.84	-2	-1	2	10	-1	5	16	0.95
O=C(CN1C(=O)NC(CCc2ccccc2)C1=O)N1CCCCCC1 (configuration not stated)	1	-9	3	-4	-6	3	1	-3	0.99
O=C1NCCN(Cc2ccc(F)cc2)C1CC(=O)N1CC=C(c2ccccc2)CC1 (configuration not stated)	0.96	0	-35	2	15	2	6	4	0.94
COc1ccc2c(c1)c(C(=O)O)c(C)n2CCc1ccc(OC)c(OC)c1	1.1	-5	3	-4	9	2	7	-6	0.93
C=CCN1C(=O)c2ccc(C(=O)OCC(=O)N(CC)C3CCS(=O)(=O)C3)cc2C1=O (configuration not stated)	0.97	-7	-1	-1	-7	6	-2	3	1
COc1ccccc1NC(=O)C1CCN(S(=O)(=O)c2cccs2)CC1	0.86	-3	3	-1	23	-3	-4	14	1
CC(C)OC(=O)C(=O)NNc1ccccc1	1.4	-6	1	0	14	-2	-6	-44	1.1
COc1ccc(C=Nc2cccc3ncccc23)cc1	1.5	-4	2	-1	16	-2	5	-48	0.95

# Reprinted at random: 2 entries already listed, in no set order.
smiles	hIAP act	A3G deaminase	SENP1 FRET inh	APOBEC3A inh	NLRP3 yeast inh	beta cell repl	mIAP inh	hIAP inh	mIAP act
O=S(=O)(c1ccc(Cl)cc1)N1CCSC1c1ccco1 (configuration not stated)	1.2	-7	0	3	22	-3	3	-20	0.97
O=C(CN1C(=O)NC(CCc2ccccc2)C1=O)N1CCCCCC1 (configuration not stated)	1	-9	3	-4	-6	3	1	-3	0.99

# Complete entries, quoted from the list. Values in the order: hIAP act | A3G deaminase | SENP1 FRET inh | APOBEC3A inh | NLRP3 yeast inh | beta cell repl | mIAP inh | hIAP inh | mIAP act
# Listed for O=c1c2cn(Cc3ccccc3)c3ccccc3c-2nn1Cc1ccc(F)cc1Cl → 0.89 | -12 | 12 | -3 | 9 | 0 | 15 | 11 | 0.85
# Listed for O=C1NCCN(Cc2ccc(F)cc2)C1CC(=O)N1CC=C(c2ccccc2)CC1 (configuration not stated) → 0.96 | 0 | -35 | 2 | 15 | 2 | 6 | 4 | 0.94

# More structures
smiles	hIAP act	A3G deaminase	SENP1 FRET inh	APOBEC3A inh	NLRP3 yeast inh	beta cell repl	mIAP inh	hIAP inh	mIAP act
COc1cc(C2Nc3ccc4ncccc4c3C3=C2C(=O)CC(C)(C)C3)cc(OC)c1O (configuration not stated)	1.2	-5	-3	2	-7	-1	-11	-25	1.1
CC(C)(C)NC(=O)C(c1ccco1)N(C(=O)c1csnn1)c1ccccc1 (configuration not stated)	1.1	-3	0	1	1	0	6	-10	0.94
CSc1nc(N)c2c(n1)OC(N)=C(C#N)C2c1cccnc1 (configuration not stated)	0.91	-8	-86	-4	13	-1	7	9	0.93
O=C(COC(=O)CN1C(=O)c2ccccc2C1=O)Nc1ncc(Cl)cc1Cl	0.91	-4	1	2	14	-2	3	9	0.97
CC(C)(C)c1ccc(S(=O)(=O)NCC(=O)Nc2sc3c(c2C(N)=O)CCCC3)cc1	1.2	-3	-7	4	17	0	1	-23	0.99
COc1ccccc1N1CCN(C2CCCN(C(=O)CCc3cnccn3)C2)CC1 (configuration not stated)	1	3	-1	-1	1	-1	10	0	0.9
COc1ccc(Nc2ncnc3scc(-c4ccc(OC)cc4)c23)cc1	0.91	5	-15	5	11	-1	3	9	0.97
COC(=O)NNC(=O)c1ccc(C)cc1	1	2	2	2	0	0	3	0	0.97
O=C(Nc1ccccc1)c1ccc(Cn2cc(C(F)(F)F)ccc2=O)cc1	0.94	0	1	0	15	5	7	6	0.93
Cc1ccc(NC2=NCC(=O)N2Cc2ccccc2)c(C)c1	0.84	-6	1	-1	-68	-2	3	16	0.97
COc1cc(C2N(Cc3ccccc3)CCN2Cc2ccccc2)ccc1OC(C)=O	1.1	1	-8	-3	14	-1	0	-11	1
O=[N+]([O-])c1ccc(-c2c(-c3ccccc3)ncc3cc(F)ccc23)cc1	0.89	-9	1	-5	-38	-7	11	11	0.89
Cc1ccc(OCCNS(=O)(=O)c2cccs2)cc1	0.97	-3	7	1	4	-4	-1	3	1
COC(=O)N/N=C/c1cc(Cl)cc(Cl)c1OCc1ccccc1	0.87	-1	2	0	31	0	12	13	0.88
COc1ccc(C(=O)Nc2cccc(C)c2)cc1S(=O)(=O)N1CCOCC1	0.87	-6	1	-6	0	0	2	13	0.98
COc1ccc(CC(=O)Nc2ccc(-c3nnc(-c4ccc(C)cc4)o3)cc2)cc1	1	-2	2	3	19	-3	0	-3	0.99
CN(C)CCn1c(=S)[nH]c2ccc(Cl)cc2c1=O	1.1	-3	2	-2	-12	-1	-8	-10	1.1
c1ccc(Cn2nnnc2CN2CCCC2)cc1	1	-7	0	-4	-6	4.8*	5	-4	0.95
COc1ccc(C=NNC(=O)c2cc(C)oc2C)cc1O	0.97	23	-2	3	4	-6	-4	2	1
Cc1cc(C)c(S(=O)(=O)N2CCCC(C(=O)NCc3ccccn3)C2)c(C)c1 (configuration not stated)	0.96	-4	0	0	6	0	0	4	1
Cn1c(CCC(N)=O)nnc1SCC(=O)Nc1ccccc1C(=O)NC1CC1	1.1	-6	3	0	-18	-4	2	-14	0.98
Cc1ccc(-c2nnc(Nc3ccc(C(=O)N(C)C)cc3)c3ccccc23)cc1S(N)(=O)=O	1	-10	0	-9	15	-2	-7	-2	1.1
COCCCn1c(=O)c2sccc2n2c(CCCC(=O)N3CCN(c4ccccn4)CC3)nnc12	1.1	-5	1	-5	-12	0	9	-6	0.91
Cc1cc(C)c(NC(=O)CSc2nc3[nH]ncc3c(=O)[nH]2)c(C)c1	1	-6	0	-5	-8	1	0	-4	0.99
CCN(CC(=O)NCc1cccs1)C(=O)C1CC(=O)N(c2ccc(OC)cc2OC)C1 (configuration not stated)	0.98	-10	2	2	0	-2	0	2	1

smiles	hIAP act	A3G deaminase	SENP1 FRET inh	APOBEC3A inh	NLRP3 yeast inh	beta cell repl	mIAP inh	hIAP inh	mIAP act
COCC(C)NS(=O)(=O)c1ccccc1 (configuration not stated)	1.1	-3	2	-2	21	-1	0	-14	1
CCC1CCCCN1CCCNC(=O)C1CCC(CNS(=O)(=O)c2c(C)cc(C)cc2C)CC1 (configuration not stated)	1.2	-8	0	-11	-7	-5	-17	-23	1.2
CCOc1ccc(OCc2nnc(SCC(=O)NC3CCS(=O)(=O)C3)n2-c2ccc(Cl)cc2)cc1 (configuration not stated)	0.85	-3	0	-2	10	-2	-7	14	1.1
Cc1cc([N+](=O)[O-])ccc1NCc1ccc2c(c1)OCCO2	1	-2	-1	-5	33	1	4	-4	0.96
O=C(CCSCc1ccccc1F)NCCc1ccccc1	0.96	-11	3	-2	20	0	-8	4	1.1
Fc1ccccc1-c1cc2ccccc2cn1	1	-10	-4	-2	-37	-2	6	-4	0.94

# Only part of the results is shown (hit frequency here may not be typical).
